High-throughput results as filed in PubChem BioAssay.
hgDAF12 agonist: agonists of H. glycines DAF-12 nuclear receptor. HEK293 GAL4-hgDAF12 UAS-luciferase reporter, agonist luminescence; normalized to butyrate control. 370,000 compounds, 1.8% hits. activation, % at 6.8 µM. AID 687014;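 active means activation above a cutoff set at the mean of all screened compounds plus 3 SD, cut at about 10% in these data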;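 further: 0% = DMSO wells and 100% = sodium butyrate wells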
ADAM10 inh: ADAM10 inhibition, QFRET primary screen; O14672; inhibition, % at 7 µM; recombinant ADAM10, EDANS/DABCYL FRET peptide cleavage, 3 h; 370,000 compounds, 0.62% hits;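 active means inhibition above a per-campaign cutoff equal to the mean of compounds falling between control-based bounds plus 3 SD, cut at about 20% in these data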;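 further: 0% = DMSO wells while the 100% control is not disclosed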
ADAM17 inh: inhibitors of human ADAM17. AID 720648. recombinant ADAM17, EDANS/DABCYL FRET peptide cleavage. 370,000 compounds, 0.83% hits. P78536. inhibition, % at 6.95 µM;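 active means inhibition above the mean of compounds lying between control limits plus 3 SD, set per campaign, cut at about 8.5% in these data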;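 further: 0% = DMSO-only wells as the low control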
ssDAF-12 act: S. stercoralis DAF-12 activation, primary screen; HEK293 ssDAF-12/GRIP1 lit1-tk-luc reporter, luminescence; % of 3 µM dafachronic acid response; activation, % at 6.8 µM; 370,000 compounds, 1% hits;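 active means activation above the mean over all tested compounds plus 3 SD, cut at about 0.9% in these data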;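 further: 0% = DMSO-only wells and 100% = 3 µM delta7-dafachronic acid wells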
GAA850 FXN act: increases GAA850 frataxin promoter reporter activity; HEK293 lucGAA850 FXN promoter luciferase reporter, 24 h; percent of 10 µM SAHA response; activation, % at 6 µM; 360,000 compounds, 0.56% hits; AID 540364;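 active means activation above the average of all compounds screened plus 3 SD, cutoff fixed separately per campaign, cut at about 7.5% in these data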;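 further: 0% = DMSO wells and 100% = 10 µM SAHA wells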
PG9 Ab binder: PG9 antibody binding by small molecule. TR-FRET gp120-PG9 antibody binding. inhibition, % at 6.7 µM. 360,000 compounds, 0.43% hits; in the data active means inhibition above about 8.5%
GC-A act: GC-A (human) enzyme activation; P16066; HEK293 GC-A cells, cGMP TR-FRET, EC30 ANP; 0% at EC30 ANP, 100% saturating ANP; activation, % at 10 µM; 370,000 compounds, 0.14% hits; AID 1671463; in the data active means activation above about 40%
Target sequence (P16066 whole entry, looked up): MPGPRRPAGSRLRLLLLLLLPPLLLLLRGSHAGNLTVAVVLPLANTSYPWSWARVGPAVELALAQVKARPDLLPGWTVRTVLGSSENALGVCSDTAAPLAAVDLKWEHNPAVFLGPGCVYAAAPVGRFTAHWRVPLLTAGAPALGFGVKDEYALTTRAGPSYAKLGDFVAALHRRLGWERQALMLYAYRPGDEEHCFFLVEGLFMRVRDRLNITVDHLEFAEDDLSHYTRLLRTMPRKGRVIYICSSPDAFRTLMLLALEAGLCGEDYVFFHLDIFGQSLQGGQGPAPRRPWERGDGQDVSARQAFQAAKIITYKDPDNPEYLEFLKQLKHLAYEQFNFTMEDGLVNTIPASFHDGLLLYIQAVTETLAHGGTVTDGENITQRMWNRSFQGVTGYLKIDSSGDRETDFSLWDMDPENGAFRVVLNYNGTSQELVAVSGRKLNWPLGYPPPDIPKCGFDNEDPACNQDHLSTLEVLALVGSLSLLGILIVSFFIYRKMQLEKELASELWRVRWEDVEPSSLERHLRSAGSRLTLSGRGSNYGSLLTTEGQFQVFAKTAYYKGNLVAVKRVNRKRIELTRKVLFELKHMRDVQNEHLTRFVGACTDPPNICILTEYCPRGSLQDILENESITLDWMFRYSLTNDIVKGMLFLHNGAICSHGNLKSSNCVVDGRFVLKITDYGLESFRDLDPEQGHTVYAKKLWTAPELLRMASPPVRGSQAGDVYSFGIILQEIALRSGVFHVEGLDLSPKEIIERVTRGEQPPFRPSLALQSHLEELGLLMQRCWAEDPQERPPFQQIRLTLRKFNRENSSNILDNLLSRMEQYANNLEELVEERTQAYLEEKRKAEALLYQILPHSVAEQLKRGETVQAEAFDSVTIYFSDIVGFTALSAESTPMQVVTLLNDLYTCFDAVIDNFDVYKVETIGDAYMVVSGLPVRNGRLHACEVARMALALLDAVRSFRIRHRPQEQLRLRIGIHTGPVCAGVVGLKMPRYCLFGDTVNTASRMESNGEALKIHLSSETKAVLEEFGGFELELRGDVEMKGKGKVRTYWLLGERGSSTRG
DAX1 inh-1: inhibits human nuclear receptor DAX1. 340,000 compounds, 0.99% hits. AID 504766. HEK293 Gal4-DAX1 luciferase reporter, luminescence. P51843. inhibition, % at 6.75 µM;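 active means inhibition above the mean over all tested compounds plus 3 SD, cut at about 4.2% in these data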;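 further: 0% = DAX1-transfected cells with DMSO and 100% = empty-vector control cells with DMSO; inhibition shows as a rise in luminescence from relieved DAX1 repression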
hcDAF-12 act: H. contortus DAF-12 activation, primary screen; HEK293 hcDAF-12 lit1-tk-luc reporter, luminescence; 0% DMSO, 100% Δ7-dafachronic acid; activation, % at 6.8 µM; 370,000 compounds, 1.4% hits; AID 652067;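 active means activation above the mean of all tested compounds plus 3 SD, cut at about 5.5% in these data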;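 further: 100% = response to 3 µM Δ7-dafachronic acid high control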
DAX1 inh-2: blocks DAX1 repression of SF-1 activated StAR promoter; HEK293T StAR-luciferase reporter, SF-1/DAX-1 repression relief; inhibition, % at 6.8 µM; 370,000 compounds, 1.1% hits; AID 652010;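 active means inhibition above the mean over all tested compounds plus 3 SD, cut at about 3.6% in these data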;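 further: 0% = DAX-1 cells with DMSO and 100% = cells lacking DAX-1 with DMSO; higher inhibition means more luminescence from relief of DAX-1 repression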
SMARCA2 act: activators of SMARCA2 function; AID 652017; MG213 cells, MMTV-luciferase reporter, dexamethasone, overnight; 370,000 compounds, 1% hits; activation, % at 9.1 µM; in the data active means activation above about 7.8%;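 further: 0% = vehicle wells and 100% = reference activator wells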
An asterisk follows results filed as active; . = no result given; & = joins results of further samples.

Values run as follows: GAA850 FXN act, GC-A act, ADAM17 inh, DAX1 inh-1, DAX1 inh-2, ADAM10 inh, hcDAF-12 act, ssDAF-12 act, PG9 Ab binder, SMARCA2 act, hgDAF12 agonist
> Cc1cc(C)c(C)c(OCCNCc2ccccc2)c1
→ -1.5, -12, -3, 0.7, -0.1, -3, -0.7, -1.1, 0.8, -3, 0.3
> Cn1c(=O)c2c(ncn2CC(=O)O)n(C)c1=O
→ -0.4, -2, -3, ., 0.3, -4, -0.6, -1.3, 2.0, -2, -0.7
> COc1ccc(CNc2nc3ccccc3n2Cc2ccc(C)cc2)cc1OC
→ 3.0, 15, 0, 0.3, -0.2, -3, -1.8, -0.8, 0.3, -2, 2.3
> COCCCNc1nc2c(-c3cccc(C(F)(F)F)c3)nnn2c2ccccc12
→ -0.9, 15, -5, 2.2, -0.5, -34, 3.7, 0.6, 0.4, -1, 1.5
> Oc1ccc(/C=N/N2CCN(c3ccccn3)CC2)cc1
→ 2.5, -1, -4, 2.0, -0.1, -10, -0.7, -1.2, -0.6, 2, 5.7
> Cc1nn(-c2cc(N3CCOCC3)ccc2N)c(=O)c2ccccc12
→ 1.6, 0, -3, 0.7, 0.4, -10, -1.5, -1.2, -2.2, -2, 0.4
> O=C(C1CC1)N1CCc2cc(S(=O)(=O)NCCCN3CCCCC3)ccc21
→ -0.6, -1, 0, 0.1, -1.8, 6, 1.0, -1.1, -2.5, 0, -2.6
> CN(C)C(=O)CSc1nnc2sc3ccccc3n12
→ 0.6, 0, 1, 1.8, -0.1, -6, 0.0, -0.7, -3.2, 1, 3.3
> O=C(Nc1ccc(S(=O)(=O)NC2CCCCC2)cc1)c1ccc(Br)o1
→ 5.2, -2, 2, -2.1, -2.2, 12, -2.5, -1.9, -1.7, -4, -3.7
> Oc1ccc(C[C@H]2CNCCN2CCc2cc(C(F)(F)F)cc(C(F)(F)F)c2)cc1
→ 2.3, 5, 1, -0.7, 0.5, 0, -1.0, -1.3, -0.4, 5, -1.9
> COc1ccc(N2CC(C(=O)Nc3cc(C)on3)CC2=O)cc1 (configuration not stated)
→ -0.4, 0, 1, -0.2, 1.2, -6, -1.1, -1.3, -3.8, 8.0*, -2.0
> COc1ccccc1C(O)(C(=O)NN(C)c1ccccc1)c1ccccc1OC
→ -0.6, -2, 3, 0.1, -0.8, -9, -0.6, -0.8, -0.3, -5, 0.5
> COC(=O)c1ccc(Cn2cnc3c(cnn3-c3ccc(Cl)cc3)c2=O)o1
→ 1.9, 7, 0, -0.2, -0.5, 3, 0.6, -1.3, -0.2, -1, -1.9
> CCN(Cc1nc2cc(Cl)ccc2c(=O)[nH]1)C(=O)c1nn(C)c(=O)c2ccccc12
→ -1.6, -8, -5, 0.1, -0.6, -8, -0.8, -1.3, 0.7, -3, 0.1
> CC(C)N(Cc1ccccc1)C(=O)COC(=O)c1ccc(O)cc1
→ -0.9, 2, -5, 0.6, 0.2, -14, 1.1, -0.8, 0.1, 0, -0.8
> CCN(CC)CC#CC(O)(c1ccccc1)c1ccccc1
→ 1.2, -16, -2, 2.6, 0.1, -4, 0.4, -1.7, -0.2, -1, 0.4
> Cc1ccccc1NC(=O)C(C)OC(=O)CNS(=O)(=O)c1ccc(C#N)cc1 (configuration not stated)
→ 1.6, 3, 0, 0.3, 0.4, -3, 1.0, -0.7, -0.4, -2, 0.0
> COc1ccc(S(=O)(=O)c2cnc3ccc(OC)cc3c2N2CCC3(CC2)OCCO3)cc1
→ -0.5, -4, 2, -2.1, -1.5, 14, -4.9, -2.2, 1.1, 2, -3.2
> CCS(=O)(=O)/N=C(\N)c1ccccc1
→ 3.3, 0, -4, 1.4, -0.5, -3, 0.3, -1.0, -1.1, 8, 2.5
> Cc1ccc(NC(=O)CN(C)C(=O)c2ccc(Cl)c([N+](=O)[O-])c2)cc1
→ 1.1, 2, -5, -1.0, -0.5, 2, -1.0, -1.4, -0.9, -1, -0.6
> C=CCn1c(SCC(=O)Nc2ccc(C(=O)OCC)cc2)nnc1-c1cccs1
→ -1.1, -5, -7, 0.4, -1.1, -2, -1.4, -1.5, -1.1, -4, -0.1
> CC(=O)Nc1cccc(-c2ccnc3c2CC(C(=O)NCc2cccc(Cl)c2)O3)c1 (configuration not stated)
→ -6.4, -2, 0, ., -4.9, -10, -3.2, -1.4, -0.4, -5, 0.0
> O=C(N[C@@H](Cc1ccc(Br)cc1)C(=O)O)OCC1c2ccccc2-c2ccccc21
→ 0.0, 1, 3, 0.3, 0.5, 3, 1.7, -1.4, -0.1, 0, 1.9
> C/C(N)=C(/C#N)C(=O)CSc1nnc(Nc2cccc(C)c2C)s1
→ 3.1&0.7, -9&-1, 1&0, -1.5&1.1, 1.1&0.6, -9&7, 1.4&0.5, 0.1&-1.2, 0.1&-0.5, -1&5, 3.3&7.8
> CCN1CCN(C(=O)CS(=O)(=O)Cc2nc(-c3cccc(OC)c3)oc2C)CC1
→ 2.9, -3, -1, -0.3, -1.2, 3, -0.9, -1.2, -1.2, -3, -1.0
> Cc1ccc(C(C)NC(=O)/C(C#N)=C\c2c(C)[nH]c3ccccc23)cc1 (configuration not stated)
→ 0.0, 0, -4, -0.3, -0.5, 18, -2.1, -1.1, 0.1, -3, 0.9
> O=C(C(=O)N1CCN(S(=O)(=O)c2ccc(C(F)(F)F)cc2)CC1)c1cccc(C(F)(F)F)c1
→ ., -2, 0, ., 0.1, 1, 0.3, -1.0, -0.2, -1, 0.9
> CC(=O)Nc1ccc(NC(=O)c2c([N+](=O)[O-])c(C(C)(C)C)nn2C)cc1
→ 0.1, -3, 2, -0.3, 0.3, 5, -0.3, -1.5, -1.7, 3, -3.2
> Cc1ccc(S(=O)(=O)NCC(=O)OC(C)C(=O)NC2CCCCC2C)cc1C (configuration not stated)
→ 1.7, 0, -24, 2.5, 1.0, -10, -0.5, -0.9, 1.7, -2, -2.1
> CC(=O)Nc1cccc(C(=O)N/N=C/c2c[nH]c3ccccc23)c1
→ 1.6, -3, -7, 1.1, 0.3, -19, 8.5*, 0.9*, -5.0, 2, 9.4
> COC(=O)/C(C#N)=C/c1cc(C)sc1C
→ 0.4, 1, -2, 2.5, 0.3, -6, 0.8, -0.8, -1.2, -1, -2.4
> CCN(C(=O)CN1CCCCC1)c1c(N)n(Cc2ccccc2)c(=O)[nH]c1=O
→ 3.4, 5, -3, -0.1, 2.7, -9, -0.5, -0.7, -2.1, 1, 4.5
> c1ccc(OCCOc2ncnc3ccccc23)cc1
→ 4.2, -4, -2, 0.3, 1.4, -2, 0.5, -0.7, 0.1, 5, 11*
> CCOc1ccc(NC(=O)CN(C)C(=O)c2nc3nc(C)cc(C)n3n2)cc1OCC
→ 1.6, 3, -2, 0.7, -0.4, -7, 0.8, -0.7, 0.3, -5, 0.6
> O=C(NC(=S)Nc1ccccc1Br)C1CCC1
→ 5.3, 3, 4, 1.5, 2.0, -1, 2.1, -0.5, -0.8, 0, 6.7
> N=c1sccn1CC(=O)Nc1cccc(S(=O)(=O)N2CCCCCC2)c1
→ -0.2, 0, 3, -2.5, -1.7, 5, -3.1, -2.2, -1.5, -6, -2.3
> CCCn1nnc(NC(=O)/C=C/c2ccco2)n1
→ 1.1, 2, -1, -1.1, 0.1, 4, 1.6, -0.5, -1.1, -4, 1.7
> COc1ccc(C2=NN(C(=O)CCC(=O)O)C(c3ccc(OC)cc3)C2)cc1 (configuration not stated)
→ 0.5, 3, -7, -0.1, 0.5, -7, -1.5, -0.9, -2.8, 2, -1.6
> Cc1ccc(Cc2cnc(NC(=O)/C(C#N)=C/c3ccc(-c4cccc([N+](=O)[O-])c4)o3)s2)cc1
→ 1.7, 2, -5, -0.5, 0.3, -1, 0.8, -0.3, -0.6, -1, 2.1
> Cc1ccccc1CS(=O)(=O)CCC(=O)NCCN1CCN(c2cccc(Cl)c2)CC1
→ -1.9, -2, 1, -0.8, -0.9, 3, -2.6, -1.5, 0.4, -3, -0.8
> N/C(CN1CCCC1=O)=N\OC(=O)c1ccc(Cl)cc1
→ -0.5, 0, -2, 0.3, 0.4, 1, -2.3, -0.6, -0.7, 1, 2.8
> CCN(CC)CCNC(=O)c1ccc(Sc2ccc(Cl)cc2)c(NC(C)=O)c1
→ -0.1, 7, -2, -0.1, 0.7, 1, -1.0, -1.5, -0.6, -3, -5.4
> O=C(Cc1ccc([N+](=O)[O-])cc1)c1c(O)cc(O)cc1O
→ 3.1, 3, 1, 3.6, -0.2, 7, 0.9, -0.5, -1.4, 3, 3.4
> COc1ccc(O)c(/C=N/N=C/c2cccc([N+](=O)[O-])c2)c1
→ 1.5, -4, -3, 0.6, 0.7, -2, -1.1, -1.7, 0.1, 0, 3.1
> Cc1ccc(C(=O)ONc2ccc(N=O)cc2)cc1
→ 1.7, 0, -1, -0.9, -0.8, -3, -0.8, -1.1, -2.5, 2, -1.8
> COC(=O)c1ccc(C(=O)OC)c(NC(=S)N2CCN(c3ccccn3)CC2)c1
→ -1.5, -4, -131, -0.8, 0.9, -390, -0.6, -1.1, 0.0, 1, 0.4
> CCOc1ccc(C(c2nnnn2Cc2ccccc2)N2CCN(C(=O)c3ccco3)CC2)cc1 (configuration not stated)
→ -1.5, -5, 0, -1.0, -0.3, 4, -2.2, -1.5, -1.3, 1, -0.2
> CCCCNCCS(=O)(=O)NCc1ccccc1OC
→ -0.6, 0, 1, 0.1, 0.9, -2, -1.5, -0.3, 0.1, 1, -0.4
> CC(C)C[C@H](NC(=O)c1[nH]cnc1C(=O)Nc1ccccc1)C(=O)OC(C)(C)C
→ 2.6, 1, 14*, -0.5, 0.2, 27*, 0.1, -0.7, -1.4, 2, 0.3
> CCCCCNC(=O)Cc1cc(=O)[nH]c(=O)[nH]1
→ 0.5, 3, -3, -0.1, 0.3, -18, 0.1, -0.8, 2.3, 0, -1.6
> CC1(C)c2[nH]c3ccccc3c2C[C@H]2C(=O)N(Cc3cccc(F)c3)C(=O)N21
→ 0.8, 13, 8, -2.4, -0.8, 11, -2.0, -1.7, -0.9, -2, -4.1
> N#CCc1nc(CSc2nc3ccccc3s2)cs1
→ 4.8, -2, -1, 1.0, -0.3, 4, 1.8, -1.0, -0.7, 4, 7.2
> O=[N+]([O-])c1cccc(C2=Nn3c(nnc3-c3ccccc3)SC2)c1
→ ., 18, 0, ., -2.4, -3, -1.6, -0.6, ., -5, 5.9
> CCOC(=O)CSc1nnc(NC(=O)c2cccc(S(=O)(=O)N3CCCCC3)c2)s1
→ -3.2, 0, -2, -0.9, -0.1, 3, -1.9, -1.4, -0.4, -1, -0.7
> O=C(OCCN1C(=O)c2ccccc2C1=O)c1cc2ccccc2o1
→ -0.9, 0, -2, -0.6, 0.3, 4, -2.4, -1.5, -3.3, -3, 1.1
> Cc1cccc(NC(=O)/C(C#N)=C/c2ccc(Cl)cc2)n1
→ 0.2, -20, -18, 2.0, -0.4, -29, -1.2, -0.9, -1.2, -3, -1.8
> CN(CC(=O)Nc1ccc(N2CCOCC2)cc1)C(=O)C1CCCC1
→ 1.3, 2, -4, 2.1, -0.6, 0, 0.1, -0.9, -0.8, -2, -4.2

Outcome played no part in choosing rows; overall some 6.8% were active at least once.
